High-throughput results deposited in PubChem BioAssay by several laboratories.
NR5A2 inv ag: inverse agonists of human LRH-1 (NR5A2); HEK293T StAR-luciferase reporter, LRH-1 transfected, 24 h; hit rate 0.13% among 360,000; inhibition, % at 3.6 µM; AID 602396;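 active means inhibition above the mean inhibition of all tested compounds plus 3 SD, cut at about 73% in these data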;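 further: 0% = DMSO wells and 100% = reporter-only cells lacking LRH-1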
Target sequence (O00482 whole entry, looked up): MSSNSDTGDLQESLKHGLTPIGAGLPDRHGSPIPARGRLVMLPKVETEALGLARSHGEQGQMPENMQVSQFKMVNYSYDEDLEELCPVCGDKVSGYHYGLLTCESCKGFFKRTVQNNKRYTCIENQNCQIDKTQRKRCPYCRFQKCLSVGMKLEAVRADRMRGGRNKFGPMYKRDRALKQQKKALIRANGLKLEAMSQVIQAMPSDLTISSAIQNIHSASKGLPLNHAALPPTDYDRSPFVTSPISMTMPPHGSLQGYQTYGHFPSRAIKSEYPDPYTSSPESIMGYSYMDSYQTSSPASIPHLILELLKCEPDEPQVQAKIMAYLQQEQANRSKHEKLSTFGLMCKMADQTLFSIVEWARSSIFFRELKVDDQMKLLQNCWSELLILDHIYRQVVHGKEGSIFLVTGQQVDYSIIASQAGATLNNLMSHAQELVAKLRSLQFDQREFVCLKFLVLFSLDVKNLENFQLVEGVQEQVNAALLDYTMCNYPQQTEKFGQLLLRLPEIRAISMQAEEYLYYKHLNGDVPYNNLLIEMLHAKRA
SRC1 inh: human NCOA1 inhibition | HEK293 GAL4-SRC1 luciferase reporter, luminescence | inhibition, % at 3.6 µM | hit rate 0.12% among 360,000;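 active means inhibition above the campaign mean plus 3 SD, with each screening campaign given its own cutoff, cut at about 60% in these data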;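 further: 0% = DMSO treated cells and 100% = gossypol at 36 µM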
SRC2 inh: human SRC2 (NCOA2) inhibition. HEK293 GAL4-SRC2 luciferase reporter, luminescence. Q15596. hit rate 0.17% among 370,000. inhibition, % at 9 µM;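 active means inhibition above the mean inhibition of all tested compounds plus 3 SD, set per campaign, cut at about 52% in these data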;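 further: 0% = DMSO treated cells and 100% = cells given Gossypol at 36 µM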
ABHD5 PLIN5 PPI: blocks binding of human ABHD5 to perilipin-5. Q00G26+Q8WTS1. Split G. princeps luciferase complementation, luminescence, 4 h. inhibition, % at 4 µM. hit rate 0.78% among 360,000. AID 602281;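 active means inhibition above the mean inhibition across every tested compound plus 3 SD, cut at about 22% in these data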;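 further: 0% = DMSO only wells and the 100% control is not disclosed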
NCOA3 inh: inhibits human SRC3 coactivator; HEK293 GAL4-SRC3 luciferase reporter, luminescence; Q9Y6Q9; inhibition, % at 3.6 µM; hit rate 0.17% among 360,000;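 active means inhibition above a per-campaign cutoff, the mean of all compounds plus 3 SD, cut at about 60% in these data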;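 further: 0% = DMSO-treated cells and 100% = gossypol-treated cells at 36 µM; higher means less SRC3-driven luciferase light from the GAL4 reporter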
Granule exo inh: blocks lytic granule exocytosis | hit rate 0.66% among 360,000 | inhibition, % at 10 µM | TALL-104 LAMP-1 surface exposure, flow cytometry; cells stimulated with thapsigargin and PMA;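 active means inhibition above about 55%, limit read from the data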
TWEAK Fn14 block: blocks TWEAK-Fn14 interaction in a reporter cell assay; hit rate 2% among 360,000; TWEAK-stimulated Fn14 reporter cells, luciferase luminescence, 8 h; inhibition, % at 10 µM; in the data active means inhibition above about 50%
TROY signal inh: blocks TROY-dependent signaling in reporter cells; Q293 LMP1-TROYcd NF-kB luciferase reporter, 4 h; inhibition, % at 10 µM; hit rate 0.98% among 360,000; AID 1347056;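 active means compounds whose plate-normalised and pattern-corrected inhibition of the luciferase reporter signal at the single screening dose is 50% or more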
TLR9-MyD88 inh: blocks human TLR9 binding to MyD88. hit rate 0.21% among 340,000. AID 504734. inhibition, % at 4.98 µM. CHO BLA complementation TLR9-MyD88, CCF4 FRET ratio;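 active means inhibition above the mean over all tested compounds plus 3 SD, cut at about 21% in these data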;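 further: 0% = DMSO only wells and 100% = clavulanate BLA inhibitor control wells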
COUP-TFII inh: inhibitors of human COUP-TFII (NR2F2); P24468; HEK293T NGFI-A luciferase reporter, luminescence; inhibition, % at 8.6 µM; hit rate 0.7% among 370,000; AID 686940;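 active means inhibition above a per-plate cutoff, mean inhibition of test wells between control levels plus 3 SD, cut at about 38% in these data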;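 further: cells cotransfected with COUP-TFII expression vector driving the NGFI-A reporter; 0% = median of COUP-TF2 test wells and 100% = reporter-only cells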
Target sequence (P24468 whole entry, looked up): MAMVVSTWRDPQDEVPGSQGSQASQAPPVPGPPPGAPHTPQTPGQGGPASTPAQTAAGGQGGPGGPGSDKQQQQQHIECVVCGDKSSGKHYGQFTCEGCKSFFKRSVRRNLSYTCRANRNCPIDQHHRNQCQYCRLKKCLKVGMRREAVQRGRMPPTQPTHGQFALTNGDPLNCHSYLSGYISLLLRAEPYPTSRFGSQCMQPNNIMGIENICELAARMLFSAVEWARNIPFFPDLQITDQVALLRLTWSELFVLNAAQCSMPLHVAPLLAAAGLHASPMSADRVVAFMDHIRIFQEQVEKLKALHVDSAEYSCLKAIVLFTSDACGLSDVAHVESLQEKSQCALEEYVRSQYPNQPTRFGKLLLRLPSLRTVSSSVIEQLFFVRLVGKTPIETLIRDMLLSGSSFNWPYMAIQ
NOD2-RIPK2 inh: blocks binding of human NOD2 to RIPK2; O43353; CHO BLA complementation NOD2-RIPK2, CCF4 ratio; inhibition, % at 4.98 µM; hit rate 0.38% among 360,000; in the data active means inhibition above about 21%;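 further: 0% = vehicle only and 100% = reference blocker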
An asterisk follows results filed as active; / = no result given. Not all compounds are listed, so the mix of outcomes need not match the whole.

1	CCc1ccc(NC(=S)N2CCC(NC(=O)C3CCCCC3)CC2)cc1
2	N#Cc1cnn(CC2CCCCC2)c1N
3	CCCc1c(C(=O)N/N=C(\C)c2ccccc2O)nnn1-c1nonc1N
4	CC(C)CCN1C(=O)CSCC1(C)C(=O)Nc1ccc2c(c1)OCCO2 (stereo unspecified)
5	C#CC[N+](C)(C)CCCCCCCCCC
6	COc1ccc(CCC(=O)N2CCCC(Nc3ccc(OC)cc3)C2)cc1 (stereo unspecified)
7	O=C(CSc1ncccn1)Nn1cnnc1
8	COc1ccc(C2(C#N)CCC(=O)N2c2ccccc2)cc1 (stereo unspecified)
assay / compound	1	2	3	4	5	6	7	8
NR5A2 inv ag	-15	3	13	8	26	16	-19	9
SRC1 inh	0	-2	-12	/	41	4	-6	12
SRC2 inh	-12	-21	-6	-13	33	0	12	-7
ABHD5 PLIN5 PPI	1	-7	0	0	8	1	5	0
NCOA3 inh	-24	-2	2	/	41	-1	2	22
Granule exo inh	-7	-2	0	-4	9	13	0	-5
TWEAK Fn14 block	40	61*	-41	/	23	-2	-2	-17
TROY signal inh	-3	/	0	/	9	-6	-5	52*
TLR9-MyD88 inh	-8	-4	3	/	-5	-11	2	-9
COUP-TFII inh	2	-1	3	-6	47*	18	9	-2
NOD2-RIPK2 inh	4	3	-4	-2	-4	-6	2	1

9	COc1ccc(-c2cc3ccc(OCc4nn[nH]n4)cc3oc2=O)cc1
10	CN(C)c1ncnc2c1ncn2[C@H]1CN(Cc2ccc(Cl)cc2)C[C@@H](CO)O1
11	c1ccc(-c2ccc(CN3CCSCC3)cc2)cc1
12	CCCCCC1CC(CC(=O)NC(=S)Nc2ccccc2Cl)C(=O)O1 (stereo unspecified)
13	COc1ccc(-n2nc(C(=O)Nc3ccc4c(c3)OCO4)c3c4ccccc4n(C)c3c2=O)cc1
14	COc1ccc(-c2csc(NC(=S)NC(=O)c3ccc4ccccc4c3)n2)cc1OC
15	CC(C)CC1NC(=O)N(CC(=O)N2c3ccccc3NC(=O)C2(C)C)C1=O (stereo unspecified)
16	C/C(=N\Nc1ccc([N+](=O)[O-])cc1)c1cccc(N)c1
assay / compound	9	10	11	12	13	14	15	16
NR5A2 inv ag	8	5	-10	-4	12	-14	-1	-20
SRC1 inh	-6	-7	-25	-2	0	6	10	-79
SRC2 inh	-12	-5	6	-5	27	27	31	-58
ABHD5 PLIN5 PPI	-1	5	9	0	2	7	-1	11
NCOA3 inh	-8	-6	-8	7	-4	-1	9	-75
Granule exo inh	-1	-4	-12	-1	0	3	-4	-2
TWEAK Fn14 block	36	3	-38	8	-29	-15	-30	-52
TROY signal inh	-31	1	-45	-8	-2	-25	0	-45
TLR9-MyD88 inh	-1	/	-3	-4	-1	3	1	11
COUP-TFII inh	1	5	-22	-3	5	20	17	-29
NOD2-RIPK2 inh	-5	-7	-7	-8	-5	-8	2	24*

Copied from above: compounds 9–16
9	COc1ccc(-c2cc3ccc(OCc4nn[nH]n4)cc3oc2=O)cc1
10	CN(C)c1ncnc2c1ncn2[C@H]1CN(Cc2ccc(Cl)cc2)C[C@@H](CO)O1
11	c1ccc(-c2ccc(CN3CCSCC3)cc2)cc1
12	CCCCCC1CC(CC(=O)NC(=S)Nc2ccccc2Cl)C(=O)O1 (stereo unspecified)
13	COc1ccc(-n2nc(C(=O)Nc3ccc4c(c3)OCO4)c3c4ccccc4n(C)c3c2=O)cc1
14	COc1ccc(-c2csc(NC(=S)NC(=O)c3ccc4ccccc4c3)n2)cc1OC
15	CC(C)CC1NC(=O)N(CC(=O)N2c3ccccc3NC(=O)C2(C)C)C1=O (stereo unspecified)
16	C/C(=N\Nc1ccc([N+](=O)[O-])cc1)c1cccc(N)c1
assay / compound	9	10	11	12	13	14	15	16
NR5A2 inv ag	8	5	-10	-4	12	-14	-1	-20
SRC1 inh	-6	-7	-25	-2	0	6	10	-79
SRC2 inh	-12	-5	6	-5	27	27	31	-58
ABHD5 PLIN5 PPI	-1	5	9	0	2	7	-1	11
NCOA3 inh	-8	-6	-8	7	-4	-1	9	-75
Granule exo inh	-1	-4	-12	-1	0	3	-4	-2
TWEAK Fn14 block	36	3	-38	8	-29	-15	-30	-52
TROY signal inh	-31	1	-45	-8	-2	-25	0	-45
TLR9-MyD88 inh	-1	/	-3	-4	-1	3	1	11
COUP-TFII inh	1	5	-22	-3	5	20	17	-29
NOD2-RIPK2 inh	-5	-7	-7	-8	-5	-8	2	24*

Next section.
17	O=C(CN1CCCC1)NCC(=O)Nc1ccc(F)cc1
18	N#Cc1c(NC(=O)CSc2ncc(-c3ccccc3)n2CC2CCCO2)sc2c1CCCC2 (stereo unspecified)
19	CCCc1ccc(OCc2ccc(C(=O)N/N=C/c3cccnc3)o2)cc1
20	CCOc1ccc2ccc(OCC)c(/C=N/n3cnnc3)c2c1
21	CC1CC(C)CN(S(=O)(=O)c2ccc(C(=O)OCC(=O)Nc3ccccc3)cc2)C1 (stereo unspecified)
22	COCCn1c(SCC(=O)NC2CCCCC2C)nc2ccccc2c1=O (stereo unspecified)
23	CC1CC2OC(=O)C3(C)CCCC(C)(C23)C1(O)CCc1ccoc1 (stereo unspecified)
24	Cc1ccccc1C(=O)Nc1nnc(-c2cccnc2)o1
assay / compound	17	18	19	20	21	22	23	24
NR5A2 inv ag	14	13	-160	-27	8	-6	3	-31
SRC1 inh	16	4	-166	-62	15	-29	20	3
SRC2 inh	1	-8	-58	-26	-33	-15	5	-1
ABHD5 PLIN5 PPI	14	-2	-3	-6	-1	-4	-1	7
NCOA3 inh	20	-3	-130	-19	18	10	5	-3
Granule exo inh	5	-4	-1	5	5	8	15	-1
TWEAK Fn14 block	6	-6	-21	-44	18	-1	-22	-4
TROY signal inh	5	7	0	-90	-7	-26	-16	2
TLR9-MyD88 inh	-7	3	12	4	6	-13	-3	-5
COUP-TFII inh	-28	3	-51	-18	1	-7	10	-9
NOD2-RIPK2 inh	-17	-1	0	2	2	-1	6	-7

25	CCOC1=C2CN(S(=O)(=O)c3ccc(C)cc3)[C@H](c3ccccc3)C[C@H]2[C@H]2C(=O)N(c3ccccc3)C(=O)[C@H]2C1
26	O=[N+]([O-])c1ccc2oc(C3CCCCC3)nc2c1
27	CCn1c(SCc2nc3ccccc3c(=O)[nH]2)nc2ccccc21
28	O=C(NCCNC(=O)c1ccc(Cl)cc1Cl)c1ccco1
29	Cc1ccc(C23CC4CC(CC(C(=O)NC(C)C)(C4)C2)C3)cc1
30	CC1CCCC(NC(=O)CCC(=O)N2CCOc3ccccc32)C1C (stereo unspecified)
31	CCC(=O)Nc1cccc(-c2nnc(-c3cccc(NC(=O)CC)c3)o2)c1
32	Cc1c(Cl)cccc1NC(=O)Cn1c(-c2ccc(F)cc2)noc1=O
assay / compound	25	26	27	28	29	30	31	32
NR5A2 inv ag	0	-29	-3	-4	3	2	9	13
SRC1 inh	8	-37	-12	11	8	0	14	9
SRC2 inh	-12	-57	-5	-15	20	-12	1	2
ABHD5 PLIN5 PPI	3	-7	3	2	-23	-3	-12	-4
NCOA3 inh	-16	-36	-18	6	-19	1	16	7
Granule exo inh	-4	1	-4	20	-8	-2	-1	-9
TWEAK Fn14 block	-15	-33	-9	5	10	5	8	5
TROY signal inh	-18	-59	-25	-13	15	-3	6	5
TLR9-MyD88 inh	/	4	1	4	5	-6	-17	-25
COUP-TFII inh	-1	-40	5	9	-4	14	-3	2
NOD2-RIPK2 inh	-7	-2	-12	3	-2	-20	-11	8

33	Cn1c(CCC(=O)OCC(=O)NCc2ccccc2Cl)nc(=O)c2ccccc21
34	Fc1ccc(CNc2nc(-c3ccco3)cc(C(F)(F)F)n2)cc1
35	Cc1cccc(CC(C)NC(=O)CCc2nnc(CCCCc3ccccc3)o2)n1 (stereo unspecified)
36	CCc1ccc(OC2(C)CCN(Cc3ccc(SC)cc3)C2)cc1 (stereo unspecified)
37	CCn1cc(/C=C(\NC(=O)c2ccccc2F)C(=O)N2CCCC2)c2ccccc21
38	CN(Cc1cccc(Cl)c1Cl)C(=O)c1ccccc1SCC(=O)N1CCCC1
39	CC1C(=O)C(C)C(c2ccccc2F)NC1c1ccccc1F (stereo unspecified)
40	O=C(CN1C2CCCC1CC(NC(=O)C1CCCCC1)C2)NCc1ccc(F)cc1 (stereo unspecified)
assay / compound	33	34	35	36	37	38	39	40
NR5A2 inv ag	-8	2	-14	8	-7	-35	-6	16
SRC1 inh	-18	-19	-12	-14	4	7	11	-19
SRC2 inh	-12	-24	-22	9	/	-1	-21	12
ABHD5 PLIN5 PPI	3	-1	0	-6	-2	-2	0	3
NCOA3 inh	10	8	9	8	-3	19	-28	20
Granule exo inh	13	2	0	7	-1	-9	13	-4
TWEAK Fn14 block	5	-1	0	0	-13	-7	-19	0
TROY signal inh	16	1	-3	0	9	-20	7	2
TLR9-MyD88 inh	0	-2	-2	/	2	-6	0	4
COUP-TFII inh	2	-4	4	-6	/	12	8	2
NOD2-RIPK2 inh	-9	14	0	-17	-9	-7	5	-13

41	O=C(C(Cc1ccccc1)n1cccc1)N1CCN(c2ncccn2)CC1 (stereo unspecified)
42	CCN(CC)CCCN1CC(=O)N2[C@@H](Cc3c([nH]c4ccccc34)C2(C)C)C1=O
43	Cc1ccc(C)c2nc3sc(C(=O)N4CCOCC4)c(N)c3cc12
44	O=C(NC(Cc1c[nH]c2ccccc12)C(=O)N/N=C/c1ccc(Br)cc1)c1cccs1 (stereo unspecified)
45	CC1(C(=O)Nc2ccc(Cl)c(Cl)c2)CCN1C(=O)CC(c1ccccc1)c1ccccc1 (stereo unspecified)
46	O=C(N/N=C/c1ccc(N2CCOCC2)cc1)c1ccccn1
47	Cc1cccc(NC(=O)c2ccccc2NC(=O)c2ccco2)c1
48	CC(C)CCn1c(Sc2nc3ccccc3o2)nc2c1c(=O)[nH]c(=O)n2C
assay / compound	41	42	43	44	45	46	47	48
NR5A2 inv ag	0	11	-93	-9	-6	-113	9	-69
SRC1 inh	0	-1	-124	8	-9	-85	10	-41
SRC2 inh	-9	-37	-62	-3	4	-49	-15	0
ABHD5 PLIN5 PPI	6	5	1	0	-6	-3	-6	6
NCOA3 inh	-1	9	-86	-5	-2	-56	1	-3
Granule exo inh	2	-3	-2	4	10	-2	3	6
TWEAK Fn14 block	6	2	-23	28	-4	7	-14	67*
TROY signal inh	6	6	-8	29	-7	-18	7	-29
TLR9-MyD88 inh	7	-3	22*	9	/	1	-4	-10
COUP-TFII inh	-6	9	-45	-28	10	-42	-19	-23
NOD2-RIPK2 inh	-3	2	-1	-10	6	9	-9	-7

49	CCCN1CN=C(NS(=O)(=O)c2ccc(C)cc2)NC1
50	CCOC(=O)C1=C(C)N=c2s/c(=C/c3cccc([N+](=O)[O-])c3O)c(=O)n2C1c1ccccc1 (stereo unspecified)
51	COc1ccc(S(=O)(=O)NCC(=O)NCc2cc(=O)n(C)c(=O)n2C)cc1C
52	CCn1c(SCCOc2ccc(Cl)cc2)nnc1-c1cccs1
assay / compound	49	50	51	52
NR5A2 inv ag	12	20	-15	-4
SRC1 inh	11	5	6	1
SRC2 inh	24	21	-15	-3
ABHD5 PLIN5 PPI	4	4	1	0
NCOA3 inh	9	12	9	1
Granule exo inh	2	-2	-2	4
TWEAK Fn14 block	38	4	5	0
TROY signal inh	-12	-13	-15	4
TLR9-MyD88 inh	-2	5	-9	-2
COUP-TFII inh	-1	-6	6	17
NOD2-RIPK2 inh	-11	2	-3	5
